Screens from PubChem BioAssay.
CSN inh – inhibitors of CSN-mediated cullin deneddylation, primary screen, biochemical, fluorescence polarization, uHTS; COP9 signalosome complex subunit 5 (Homo sapiens), Q92905; Purified CSN, SCF-Nedd8-OG deneddylation; inhibition, % at 12.5 µM; 0.38% of 360,000 active;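 active = pattern-corrected inhibition above about 35%, with an unprinted fluorescence ratio check between 0.5 and 1.5, limit read from the data, passing the limit was not always enough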;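 also: 0% = enzyme with substrate and 100% = substrate without enzyme; some results filed as inactive read as strong as hits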
Target sequence (Q92905 whole entry, looked up, one chain of several): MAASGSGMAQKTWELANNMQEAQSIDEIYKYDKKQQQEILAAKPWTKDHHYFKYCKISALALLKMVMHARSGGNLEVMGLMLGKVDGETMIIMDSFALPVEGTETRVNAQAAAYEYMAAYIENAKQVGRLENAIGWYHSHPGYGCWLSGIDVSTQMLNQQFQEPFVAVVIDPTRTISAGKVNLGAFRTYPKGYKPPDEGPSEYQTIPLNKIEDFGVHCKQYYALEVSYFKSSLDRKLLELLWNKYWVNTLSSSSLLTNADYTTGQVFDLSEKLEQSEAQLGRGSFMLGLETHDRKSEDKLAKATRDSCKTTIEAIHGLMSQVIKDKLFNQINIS
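test system = HEK293T-derived human Csn5 enzyme | amount = 0.24 nM Csn5 enzyme, final concentration | medium = Tris/NaCl/DTT buffer, pH 7.5 | schedule = 90 min reaction at room temperature | signal = FP | evaluation = inhibition of Csn5 cleavage, % | compound dosing = single dose of 12.5 µM compound with 0.25% DMSO | probe or stimulus = 10 nM SCFSkp2-Nedd8OG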
MsrA act – bovine MsrA enzyme activators, primary screen, biochemical, absorbance, HTS; 0.3% of 360,000 active; activation, % at 10.6 µM; Methionine sulfoxide reductase A (Bos taurus); AID 602163, 2012; purified bovine MsrA, absorbance read-out; in the data active = activation above about 7.5%;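 also: 0% = vehicle and 100% = reference activator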
PABP1 MLLE inh – inhibitors of PABP1 MLLE–PAM2 peptide binding, primary screen, biochemical, fluorescence polarization, FITC-PAM2, GST-MLLE. 0.36% of 360,000 active. Polyadenylate-binding protein 1 (Homo sapiens), P11940. inhibition, % at 20 µM; in the data active = inhibition above about 35%, passing the limit was not always enough;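 also: plate controls were DMSO wells with GST-MLLE for no effect and wells lacking GST-MLLE protein for full effect; some results filed as inactive read as strong as hits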
FAS TE block – FAS thioesterase domain inhibitors, primary screen, biochemical, fluorescence intensity, uHTS; 0.67% of 360,000 active; AID 602261, 2012; recombinant FAS-TE, OMFH fluorogenic substrate, fluorescence endpoint; inhibition, % at 15 µM; Fatty acid synthase (Homo sapiens), P49327;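 active = compounds whose normalised, plate-corrected inhibition of enzyme fluorescence in the single-dose primary screen is 50% or more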;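 also: 0% = DMSO with enzyme and 100% = substrate without enzyme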
MT1-MMP act inh – blockers of MT1-MMP proenzyme processing, primary screen, HT1080 RFP-PRO-GFP cells, GFP/RFP fluorescence. GFP/RFP ratio fluorescence, overnight; percent of plate control window, DMSO zero. GFP/RFP ratio change, % at 20 µM. 0.061% of 360,000 active;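 active = GFP/RFP ratio change of at least 30% with cell ATP level not reduced by more than half and red fluorescence within 50% of control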; also: strong numbers were not always called active
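Assay system: HT1080 RFP-PRO-GFP cells | Dosing: 20 µM single dose, 1% DMSO | Incubation: Cells overnight before dosing, compound overnight, 37 °C, 5% CO2 | Evaluation: GFP/RFP fluorescence ratio | Control set: DMSO-only wells and HT1080 RFP-L50D-GFP cell wells as references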
E coli Lon inh – inhibitors of E. coli Lon protease, primary screen, biochemical, fluorescence polarization. P0A9M0. purified E. coli Lon protease. inhibition, % at 7.94 µM. 0.42% of 360,000 active. AID 602123, 2011; in the data active = inhibition above about 13%, passing the limit was not always enough;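 also: 0% = enzyme with probe and DMSO and 100% = no enzyme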
Target sequence (P0A9M0 whole entry, looked up): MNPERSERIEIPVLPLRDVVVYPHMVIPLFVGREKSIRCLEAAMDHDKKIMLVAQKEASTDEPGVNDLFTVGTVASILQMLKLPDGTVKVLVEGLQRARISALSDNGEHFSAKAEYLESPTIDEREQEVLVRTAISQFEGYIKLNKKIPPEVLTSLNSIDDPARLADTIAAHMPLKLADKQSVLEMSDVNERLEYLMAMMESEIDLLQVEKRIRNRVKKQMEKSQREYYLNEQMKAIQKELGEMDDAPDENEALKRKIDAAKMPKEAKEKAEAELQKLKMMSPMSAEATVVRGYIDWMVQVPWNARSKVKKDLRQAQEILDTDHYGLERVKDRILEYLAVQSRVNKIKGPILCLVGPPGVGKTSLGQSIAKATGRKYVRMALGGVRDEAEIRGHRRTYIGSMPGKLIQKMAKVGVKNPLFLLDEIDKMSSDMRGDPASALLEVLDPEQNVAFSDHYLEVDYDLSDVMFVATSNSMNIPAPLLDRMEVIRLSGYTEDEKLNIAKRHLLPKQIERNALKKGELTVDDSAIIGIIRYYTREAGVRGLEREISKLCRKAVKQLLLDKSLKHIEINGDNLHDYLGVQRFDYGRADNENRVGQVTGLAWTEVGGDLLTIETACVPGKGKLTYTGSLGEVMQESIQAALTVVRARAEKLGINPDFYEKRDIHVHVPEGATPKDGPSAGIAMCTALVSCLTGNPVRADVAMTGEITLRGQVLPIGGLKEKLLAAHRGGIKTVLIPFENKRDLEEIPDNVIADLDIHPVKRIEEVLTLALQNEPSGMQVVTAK
Rpn11 block – Rpn11 (PSMD14) deubiquitinase inhibitors, primary screen, biochemical, fluorescence polarization, uHTS; AID 588493, 2011; human 26S proteasome, Ub4-pepOG fluorescence polarization; 20S core pre-blocked with epoxomicin; 26S proteasome non-ATPase regulatory subunit 14 (Homo sapiens), O00487; 0.59% of 360,000 active; calls only at 20 µM;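 active = inhibition at 20 µM, scaled to each plate's controls, above about 33%, limit read from the data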
Rin1-Abl PPI inh – inhibitors of Rin1-Abl protein binding, primary screen, biochemical, TR-FRET; Tyrosine-protein kinase ABL1 (Homo sapiens) + Ras and Rab interactor 1 (Homo sapiens), …; 0.4% of 360,000 active; inhibition, % at 7.35 µM; in the data active = inhibition above about 5%, passing the limit was not always enough
MsrA inhibitor – bovine MsrA enzyme inhibitors, primary screen, biochemical, absorbance, HTS; Methionine sulfoxide reductase A (Bos taurus); purified bovine MsrA, absorbance read-out; inhibition, % at 15.5 µM; 0.75% of 360,000 active; AID 651718, 2012; in the data active = inhibition above about 4.5%;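 also: 0% = vehicle wells with enzyme and 100% = reference inhibitor wells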
Numbers without * were called inactive; i = inactive; · = no result given. These rows are one share of the data; rates above refer to the full screens.

entry	SMILES	CSN inh	MT1-MMP act inh	FAS TE block	Rpn11 block	E coli Lon inh	Rin1-Abl PPI inh	MsrA act	MsrA inhibitor	PABP1 MLLE inh
1	CCN(CC)CCC(=O)O[C@H]1CC[C@]2(C)C3CC[C@@]4(C)C(CC[C@]4(C)O)C3CC[C@H]2C1 (some centres undefined)	5	2	-8	i	8	1	-2	0.8	10
2	COc1cccc(-n2c(/C=C/c3ccc(O)c(O)c3)nc3ccccc3c2=O)c1	32	-110	-2	·	-71	1	-7	1.2	-83
3	O=C(O)C1C2CCC(O2)C1C(=O)Nc1cccc(Br)c1 (centres undefined)	3	1	-6	i	-2	-2	-3	1.1	-13
4	CC(=NCCCO)c1c(O)n(Cc2ccccc2)c(=O)[nH]c1=O	-4	2	-5	i	-2	-1	-2	-1.0	-3
5	CN1[C@H]2CC[C@@H]1C(C(=O)N1CCOCC1)=C(O)C2	-7	3	-13	i	-1	0	-3	-0.8	5
6	COC[C@H]1OC(=O)c2coc3c2[C@@]1(C)C1=C(C3=O)[C@@H]2CCC(=O)[C@@]2(C)C[C@H]1OC(C)=O	2	-15	-5	i	66	0	-9	1.4	6
7	O=C(Nc1ccncc1)c1cccn(Cc2ccccc2)c1=O	-10	-1	2	i	-2	-1	0	1.1	12
8	O=C(CN1CCCCC1)c1cccc(Br)c1	1	0	-11	i	7	4	-1	0.8	14
9	CN(C)c1ccc(C=C2C(=O)NC(=O)NC2=O)cc1[N+](=O)[O-]	-6	2	-3	i	5	-10	-2	2.5	31
10	O=C(Nc1ccccc1)N1CC2CC(C1)c1cccc(=O)n1C2 (centres undefined)	2	1	-9	i	-5	1	-2	-0.4	6
11	N#CCCn1cc(C(=O)Nc2ccc(F)cc2)c(-c2ccc([N+](=O)[O-])cc2)n1	-5	7	46	i	7	3	0	1.5	-18
12	CC(=O)OC1(c2ccccc2)CCN(C2CCCCC2)CC1C (centres undefined)	4	3	-7	i	-5	-2	-2	-0.4	0
13	C#CCOCOCC#CCN(CC)CC	-3	1	-4	i	-1	-1	-4	-0.6	11
14	CC(=O)Nc1cc(C(=O)N2CCC3(CC2)OCCO3)ccc1Sc1ccc(F)cc1	-1	6	-3	i	-6	-2	-2	-1.2	7
15	C=CCn1c(O)c(C(C)=NCCCO)c(=O)[nH]c1=O	3	-2	-11	i	2	3	-2	0.2	10
16	COc1ccc(C(=O)CN2CCCCC2)cc1	6	-1	-4	i	5	1	-4	1.6	-4
17	Cc1ccc(-n2c(C)nc3cc(Cl)ccc3c2=O)nc1	1	-1	-4	i	-6	0	-9	-1.1	-2
18	C=CCn1c(O)c(/C(C)=N/NC(=S)Nc2ccccc2)c(=O)[nH]c1=O	2	3	-4	i	-10	-3	5	1.6	-82
19	Nc1ccc(N=Nc2ccccc2)cc1	-4	-1	2	i	-1	-1	-2	3.6	4
20	O=C1CN=C(c2cc([N+](=O)[O-])ccc2Cl)c2cc([N+](=O)[O-])ccc2N1	3	1	6	i	4	1	-5	-1.7	-2
21	O=C(c1cc2cc(Br)ccc2[nH]1)N1CCC2(CC1)OCCO2	3	1	-3	i	-1	0	-2	1.4	-12
22	O=C(NCc1ccccc1)c1cccn(Cc2cccc(Cl)c2)c1=O	-2	-5	19	i	-9	1	-3	0.2	3
23	CC(C)NC(=O)Cn1cc(C(=O)c2ccccc2F)c2ccccc21	5	0	-1	i	3	-2	-14	1.6	-11
24	C[C@](N)(CCP(=O)(O)O)C(=O)O	-1	1	2	i	8	-6	-3	-1.3	-3
25	COC(=O)N(c1ccccc1)P(=O)(Oc1ccccc1)Oc1ccccc1	5	-1	0	i	7	0	-1	-1.5	-13

(more compounds)
entry	SMILES	CSN inh	MT1-MMP act inh	FAS TE block	Rpn11 block	E coli Lon inh	Rin1-Abl PPI inh	MsrA act	MsrA inhibitor	PABP1 MLLE inh
26	CN1CCN(/N=C/c2c[nH]c3ccccc23)CC1	2	-4	-8	i	-8	-2	-1	-0.7	2
27	CCCNc1oc(-c2cccc3ccccc23)nc1C#N	1	4	2	i	-10	1	1	-1.3	-10
28	O=C1NC(=O)N(Cc2cccs2)C(=O)/C1=C/c1ccc(N2CCOCC2)cc1	12	-1	-2	i	-7	-3	-8	4.7*	-16
29	CCOc1ccc2nc(N=Nc3c(O)[nH]c(=S)[nH]c3=O)sc2c1	6	59*	6	i	-5	-2	-5	-0.1	-12
30	Cc1cccc(C)c1NC(=O)CN(C)CC(=O)Nc1ccc(C#N)c(Cl)c1	-2	0	11	i	-4	-2	-3	-0.9	-5
31	c1ccc(Nc2ccc3ccccc3c2)cc1	-3	0	33	i	-1	-3	-2	0.2	-3
32	C=CCNC(=S)N1Cc2cc(Br)ccc2-n2nncc2C1	-6	-2	-8	i	1	2	-2	-0.1	-102
33	Cc1ccc(CN2CCCN(Cc3ccc(Cl)cc3)S2(=O)=O)cc1	1	2	24	i	-4	-3	-3	-0.6	9
34	O=C1CN(O)C(c2ccccc2Cl)=c2cc(Br)ccc2=N1	-4	-2	2	i	-6	4	-3	-0.9	-3
35	O=c1c2ccccc2nc(/C=C/c2ccc(O)c(O)c2)n1-c1ccccc1	22	-72	-3	·	-124	0	-11	3.2	-79
36	CCOC(=O)c1ccc(N=C(CC)c2c(O)n(C)c(=O)n(C)c2=O)cc1	-1	1	8	i	-6	-3	-2	0.4	-11
37	O=C(Cn1ncc2c3ccccc3n(Cc3cccc(Cl)c3)c2c1=O)N1CCC2(CC1)OCCO2	10	-2	6	i	-49	-2	1	0.2	-22
38	COP(=S)(OC)SCn1nnc2ccccc2c1=O	6	0	-7	i	-4	1	-4	0.6	36
39	O=C(Nc1cccc(Cl)c1)OCC#CCN1CCCC1	3	-1	2	i	-6	4	-2	-0.2	-5
40	O=C(c1cc([N+](=O)[O-])ccc1N1CCNCC1)N1CCOCC1	-20	3	-12	i	1	-4	-1	0.6	6
41	CCOP(=S)(NN(Cc1ccccc1)C(=O)c1ccccc1)OCC	3	-4	11	i	17	0	0	-1.5	-21
42	CCN(CC)CCOC(=O)c1cc2cc(COC)ccc2o1	-2	1	-5	i	-4	2	-4	·	-123
43	O=C(Nc1ccc(C(F)(F)F)cc1)c1cccn(Cc2ccc3c(c2)OC(F)(F)O3)c1=O	-2	6	43	i	0	-1	-10	1.6	-9
44	O=C(NCCN1CCC2(CC1)C(=O)NCN2c1cccc(F)c1)c1ccc2ccccc2c1	-3	-7	6	·	-3	·	-2	0.4	·
45	NC1=Nc2ccccc2Oc2ccccc21	-8	7	-12	i	-1	0	-3	0.2	-3
46	Cc1ccc(C(c2nnnn2Cc2ccccc2)N2CC=C(c3ccc(F)cc3)CC2)cc1 (centres undefined)	8	-4	25	i	3	0	-7	-0.9	-4
47	COc1ccc(C(=O)CN2CCOCC2)cc1F	-3	-2	-13	i	17	-3	-3	-0.4	11
48	COC(=O)C1=C(c2ccc(S(C)(=O)=O)cc2)C[C@@H]2CC[C@H]1N2C(=O)NCc1ccc(C(F)(F)F)cc1	1	-8	-2	i	-4	1	5	0.3	-5
49	O=C(NC1CCCCC1)N1Cc2cc(N3CCOCC3)ccc2-n2nncc2C1	-1	·	-7	i	-7	3	-10	-0.5	11
50	CN1CCN(c2ccc(N)cc2)CC1	3	0	-11	i	-4	-2	-2	1.0	11

More structures:
entry	SMILES	CSN inh	MT1-MMP act inh	FAS TE block	Rpn11 block	E coli Lon inh	Rin1-Abl PPI inh	MsrA act	MsrA inhibitor	PABP1 MLLE inh
51	O=c1[nH]c(=S)n(C2CC2)c(O)c1C=Nc1ccc2c(c1)OCO2	1	2	-5	i	-8	2	-3	-1.0	6
52	CN1C(=O)C(=Cc2sc(=O)n(-c3ccccc3)c2N2CCCCC2)C(=O)N(C)C1=O	21	-65	-6	·	-179	-4	-3	1.1	-153
53	CNC(=O)Nc1ccc(C(O)(C(=O)OC)C(F)(F)F)cc1 (centres undefined)	0	-1	-5	i	-3	2	-3	-1.1	7
54	COc1cc(/C=N/n2cnnc2)ccc1OC(=O)N(C)C	-1	9	-8	i	-5	0	0	0.1	8
55	COc1ccccc1/C=C1\C(=O)NC(=S)N(c2ccccc2)C1=O	5	-11	-5	i	-12	0	-3	0.9	13
56	COC(=O)C1=C(C(=O)OC)C2OC1c1cc3ccccc3cc12	3	2	6	i	-7	3	-9	1.3	22
57	COC(=O)C1=C(c2ccc(OCc3ccccc3)cc2)C[C@@H]2CC[C@H]1N2C(=O)NCc1ccc(OC)c(OC)c1	4	4	12	i	12	3	-7	-0.2	1
58	Cc1cc(C)n2nc(SCC(=O)N3CCC4(CC3)OCCO4)nc2n1	2	8	-4	i	-6	-3	-2	0.6	6
59	Cc1cc(OCC(=O)NCc2ccncc2)c2c3c(c(=O)oc2c1)CCC3	0	3	2	i	-1	-1	-5	0.7	3
60	Cc1cccc(N=C2c3cc([N+](=O)[O-])ccc3-c3c2cc([N+](=O)[O-])cc3[N+](=O)[O-])c1	-1	15	31	i	2	2	-7	1.3	-8
61	c1ccc(CCNCc2ccccc2)cc1	-2	-9	-9	i	14	-2	-6	0.9	5
62	CN1CCC(N(C)c2nc(-c3ccc([N+](=O)[O-])cc3)nc3ccccc23)CC1	-2	-21	2	i	-4	-3	-6	0.8	-2
63	CCC(=Nc1ccc2c(c1)CCC2)c1c(O)n(C2CCCCC2)c(=O)[nH]c1=O	2	0	5	i	10	-3	-2	0.9	3
64	COc1ccc(CN2CCN(c3ccccc3F)CC2)cc1O	4	-2	-7	i	0	1	-2	0.6	-49
65	COC(=O)C1=C(N)Oc2c(c(=O)oc3ccccc23)C1c1cccnc1 (centres undefined)	0	-2	-6	i	0	-2	0	0.2	-2
66	Cc1ccc(C(=O)NC2CC3CCC(C2)N3)cc1 (centres undefined)	-1	-1	-5	i	-3	1	-4	0.4	3
67	C[N+]1(CC2COC(c3ccco3)O2)CCCCC1 (centres undefined)	-7	-3	-11	i	2	-3	-9	-1.0	-137
68	CCN(CC)CCCN=C(C)c1c(O)n(C2CCCCC2)c(=O)[nH]c1=O	-1	-11	-10	i	-26	3	-5	1.7	-22
69	Cc1ccc(OCCOc2cccc(C=C3C(=O)NC(=O)NC3=O)c2)c(C)c1	-1	0	9	i	-4	-1	0	1.1	28
70	O=P(O)(Oc1ccccc1)OC(c1ccccc1)C(F)(F)F (centres undefined)	-4	-2	-5	i	-2	2	-9	0.1	-4
71	CC12C=CC(=O)C=C1CC(O)C1C2CCC2(C)C1CCC2(C)O (centres undefined)	5	-2	-5	i	4	0	-2	-0.3	-4

Whole records as entered above. Values in the order: CSN inh	MT1-MMP act inh	FAS TE block	Rpn11 block	E coli Lon inh	Rin1-Abl PPI inh	MsrA act	MsrA inhibitor	PABP1 MLLE inh
c1ccc(CCNCc2ccccc2)cc1 as listed: -2	-9	-9	i	14	-2	-6	0.9	5
CNC(=O)Nc1ccc(C(O)(C(=O)OC)C(F)(F)F)cc1 (centres undefined) as listed: 0	-1	-5	i	-3	2	-3	-1.1	7
